# Screening data: PubChem BioAssay, several laboratories
# Shn3 inh set2 = inhibitors of Schnurri-3 3'UTR reporter in osteoblasts | Clone20 osteoblast Shn3 3'UTR firefly luciferase, 24 h | inhibition, % at 12.5 µM | 360,000 tested, 0.52% active | AID 588674;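 active = mean inhibition of at least 75% with every replicate also reaching 75%; inconclusive = mean inhibition at least 75% but some replicate below; inactive = mean inhibition below 75%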;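 also: 0% = median of neutral control wells and 100% = pilot-screen positive control compound; some compounds past the cut are filed as inactive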
# NR2E3 ag-1 = human photoreceptor-specific nuclear receptor agonism. CHO-S Gal4-NCOR/VP16-NR2E3 two-hybrid, luciferase. inhibition of corepressor binding, % at 3.98 µM. 360,000 tested, 0.35% active. AID 602229;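 active = inhibition above the mean of all tested compounds plus 3 SD, cut at about 70% in these data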;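 also: 0% = DMSO with NR2E3 transfected cells and 100% = cells lacking NR2E3 construct; higher means lower luciferase signal from less NR2E3 corepressor binding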
# Target sequence (Q9Y5X4 whole entry, looked up, the tested form may be a part): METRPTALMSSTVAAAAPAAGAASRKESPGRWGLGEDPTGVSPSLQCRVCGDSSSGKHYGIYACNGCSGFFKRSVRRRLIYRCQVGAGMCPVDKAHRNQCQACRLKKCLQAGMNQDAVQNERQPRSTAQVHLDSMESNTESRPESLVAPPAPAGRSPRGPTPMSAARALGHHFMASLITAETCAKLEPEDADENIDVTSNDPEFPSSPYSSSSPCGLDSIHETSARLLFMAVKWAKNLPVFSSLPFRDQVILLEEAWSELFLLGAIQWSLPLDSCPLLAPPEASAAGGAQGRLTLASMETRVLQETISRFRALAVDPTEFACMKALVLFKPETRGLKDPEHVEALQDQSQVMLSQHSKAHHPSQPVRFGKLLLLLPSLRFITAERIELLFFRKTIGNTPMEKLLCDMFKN
# MITF TRPM1 inh = reduces MITF-dependent TRPM1 promoter luciferase signal | 330,000 tested, 0.83% active | inhibition, % at 12.5 µM | SK-MEL-5 TRPM1 promoter luciferase, 24 h;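 active = mean inhibition across replicates of 60% or more, whatever share of single replicates reaches that level; inconclusive = some that reach 60%, reason not given; inactive = mean inhibition across replicates below 60%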; also: values of inactives mirror those of a sister screen read the other way
# NR2E3 ag-2 = agonists of human nuclear receptor NR2E3. Q9Y5X4. GST-NR2E3/biotin-RetCOR TR-FRET, 1536-well. inhibition of corepressor binding, % at 4.78 µM. 320,000 tested, 0.12% active. AID 2300;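 active = percent inhibition above the cutoff of mean plus 3 SD of all tested compounds, set per screening campaign, cut at about 20% in these data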;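 also: 0% = DMSO wells and 100% = biotin wells as full block of FRET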
#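 Test system – NR2E3–RetCOR corepressor complex · Quantity – NR2E3 fusion 1.35 nM · Buffer or medium – Tris pH 7.5 · Incubation – Compound–protein incubation for 5 h at 4 °C · Technique – TR-FRET, Eu(K)-anti-GST donor, streptavidin-D2 acceptor, ex 340, em 617/671 nm · Evaluation – percent inhibition of 671/617 nm emission ratio versus biotin and DMSO controls · Plate – 1536-well format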
# CF NFkB block = blocks PAF-induced NF-kB reporter in cystic fibrosis cells; KKLEB NF-kB-GFP reporter, GFP fluorescence overnight; inhibition, % at 5 µM; 360,000 tested, 0.86% active; AID 588850;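 active = at least 50% inhibition at 5 µM, scaled per plate between neutral and stimulator controls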;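 also: PAF is a Pseudomonas aeruginosa culture filtrate used as stimulus; plate controls were PAF-stimulated DMSO wells for no effect and unstimulated DMSO wells for full effect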
# iPSC survival up = increases survival of single human iPS cells. hiPSC single-cell survival, ATPlite luminescence; 100% = ROCK inhibitor wells, 0% = DMSO. survival enhancement, % at 20 µM. 360,000 tested, 0.044% active. AID 602274; in the data active = survival enhancement above about 18%;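 also: cells exposed to compounds for 16 hours before the ATP read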
# aDG glyco act = increases alpha dystroglycan glycosylation; 360,000 tested, 0.22% active; Pro5-aDG cells, alpha-DG glycosylation AlphaScreen (IIH6); 0% Pro5, 100% B10-LARGE cell signal; activation, % at 10 µM; AID 624168;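 active = activation of at least 8% versus controls, or a plate z-score of at least 8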;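 also: Pro5 are CHO cells carrying HIG-tagged alpha-DG that lacks glycosylation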
# HIF-2a inh = blocks HIF-2a reporter activity; 786-0 RCC cells HIF-2a reporter, luciferase luminescence, overnight; inhibition, % at 18.8 µM; 360,000 tested, 0.72% active;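 active = inhibition of the luminescence signal of 40% or more relative to plate controls, in a single-dose primary screen at 18.75 µM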
# Peg3 prom inh = inhibitors of Peg3 promoter | HeLa PEG-Prom luciferase reporter, luminescence, overnight | inhibition, % at 20 µM | 360,000 tested, 1.7% active;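 active = inhibition of at least 50% at 20 µM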
# KKLEB tox = counter-screen for CF NF-kB inhibitors: cytotoxicity; KKLEB CF airway cells viability, ATPlite luminescence, overnight; hits give low values; cells stimulated with P. aeruginosa culture filtrate; activity change (cytotoxicity), % at 5 µM; 360,000 tested, 0.36% active; AID 602141;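 active = corrected activity change at or below -50% at 5 µM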
# TWEAK-Fn14 inh = inhibitors of TWEAK-Fn14 interaction signaling. inhibition, % at 10 µM. TWEAK-stimulated Fn14 reporter cells, luciferase luminescence, 8 h. 360,000 tested, 2% active; in the data active = inhibition above about 50%
# * hit, by the source's call; ? = inconclusive; / = not tested or not shown.
# Short keys – A = Shn3 inh set2; B = NR2E3 ag-1; C = MITF TRPM1 inh; D = NR2E3 ag-2; E = CF NFkB block; F = iPSC survival up; G = aDG glyco act; H = HIF-2a inh; I = Peg3 prom inh; J = KKLEB tox; K = TWEAK-Fn14 inh
> CS(=O)(=O)N1CCN(c2ccccc2NC(=S)NC(=O)c2ccco2)CC1
  A = 6	B = 9	C = 8	D = 0	E = -18	F = 0.2	G = 0.0	H = 11	I = 21	J = -3	K = -3
> CCCN(CC1CC1)C(=O)CCc1nnc(C(OC)c2ccccc2)o1 (stereo not given)
  A = -7	B = -2	C = /	D = 1	E = -6	F = 0.3	G = -0.4	H = -75	I = -22	J = 10	K = 4
> CC(C)C(=O)NC(=S)Nc1ccc(S(=O)(=O)N2CCN(C)CC2)cc1
  A = 13	B = -7	C = 5	D = -1	E = -8	F = -1.4	G = 0.0	H = 13	I = 8	J = 1	K = -8
> CC(c1ccccc1)n1c(Cn2ncc3ccccc3c2=O)n[nH]c1=S (stereo not given)
  A = -4	B = -5	C = -4	D = 4	E = 8	F = -0.8	G = 0.0	H = 8	I = -20	J = -3	K = 9
> O=[N+]([O-])c1ccc2[nH]c(O)c(N=Nc3ccc(F)cc3)c2c1
  A = -19	B = 6	C = /	D = 2	E = -32	F = 0.8	G = 0.0	H = -27	I = -45	J = -3	K = 24
> COc1ccc(OC(=O)COc2ccc(Cl)cc2)cc1
  A = -13	B = -13	C = -10	D = 3	E = 23	F = -0.4	G = 0.0	H = 15	I = 8	J = 4	K = -25
> CCC[C@H]1CN(c2ccccc2)C(=O)[C@@H]1CC(=O)Nc1ccccc1
  A = -18	B = -18	C = /	D = /	E = -7	F = -1.1	G = 0.1	H = -1	I = -10	J = -1	K = -1
> Cc1cc(OCC(=O)N2CCc3ccccc3C2)c2c(-c3ccccc3)cc(=O)oc2c1
  A = 13	B = 14	C = 5	D = -1	E = 11	F = 2.4	G = -0.1	H = 14	I = 17	J = -3	K = 17
> Cc1cc(N2CCN(C)CC2)nc(=S)[nH]1
  A = -29	B = 11	C = 1	D = 3	E = -12	F = 4.2	G = 0.0	H = 12	I = 6	J = 4	K = -3
> Cn1c(Sc2ccc(C(=O)O)cc2[N+](=O)[O-])nnc1-c1ccccc1
  A = 4	B = 4	C = -22	D = 1	E = -5	F = -0.7	G = -0.1	H = 4	I = -7	J = 3	K = 5
> O=C(COc1ccc(Br)cc1)NCCCNC(=O)c1ccncc1
  A = 9	B = -11	C = -6	D = -1	E = -19	F = 2.1	G = -0.1	H = 20	I = 6	J = 8	K = 3
> Cc1ccc(N(C(=O)c2csnn2)C(C(=O)NC2CCCC2)c2cccnc2)c(C)c1 (stereo not given)
  A = -1	B = 4	C = 11	D = 5	E = 2	F = -0.7	G = -0.2	H = 17	I = 6	J = 5	K = -3
> COC(=O)c1ccc(C2/C(=C(\O)c3ccc4c(c3)OCCO4)C(=O)C(=O)N2CCCN(C)C)cc1 (stereo not given)
  A = -6	B = -25	C = -4	D = -5	E = 10	F = -1.4	G = -0.2	H = 7	I = -3	J = 3	K = 2
> COc1ccc(NC(=O)C2(C)Cc3c(-c4ccc(C(N)=O)cc4)ccnc3O2)cn1 (stereo not given)
  A = -13	B = -25	C = /	D = /	E = -31	F = 2.6	G = 0.1	H = 26	I = 17	J = 0	K = -45
> Nc1nn(-c2ccccc2Cl)cc1-c1nn[nH]n1
  A = 22	B = -17	C = -6	D = 4	E = 18	F = -0.2	G = -0.1	H = 17	I = 22	J = -3	K = -3
> COc1cc(OC)c(OC)cc1CCC(C)NCCC(c1ccccc1)c1ccccc1 (stereo not given)
  A = ?	B = 19	C = 53	D = -1	E = 5	F = -0.4	G = -0.3	H = 4	I = 97*	J = -11	K = 0
> Cc1cc(C)n(-c2c(F)c(F)c(CN3CCOCC3)c(F)c2F)n1
  A = 26	B = -10	C = -4	D = 1	E = 15	F = 0.9	G = 0.0	H = 9	I = 16	J = -7	K = -2
> CC(=O)NC1=NN(C(C)=O)C(C)(c2ccccn2)S1 (stereo not given)
  A = 1	B = -14	C = -15	D = -4	E = -34	F = -0.4	G = 0.5	H = 12	I = 0	J = 9	K = -5
> Cc1nnc(NC(=O)CSc2nccn2C)s1
  A = -10	B = -15	C = -6	D = -1	E = 0	F = -0.4	G = -0.1	H = 17	I = -2	J = -2	K = 2
> Cc1nnc2c3ccccc3c(-c3ccccc3)nn12
  A = 6	B = 0	C = 2	D = -1	E = -54	F = 0.6	G = 0.0	H = -12	I = 13	J = -6	K = 12
> N#CCn1cnc2c(oc3ccccc32)c1=O
  A = -35	B = -21	C = 0	D = 1	E = -30	F = -0.5	G = -0.3	H = -41	I = -7	J = -3	K = -6
> NC(=O)c1ccc(NC(=O)COC(=O)C2CCN(S(=O)(=O)c3cccs3)CC2)cc1
  A = -8	B = -15	C = 6	D = /	E = 0	F = 1.1	G = -0.1	H = 6	I = -13	J = 1	K = -22
> Cc1ccc(-n2nnnc2-c2cccs2)cc1[N+](=O)[O-]
  A = 0	B = 5	C = 7	D = 2	E = 19	F = -0.2	G = 0.2	H = -3	I = 19	J = 6	K = -11
> CCN1/C(=C/c2cc[n+](C)cc2)C=Cc2cc(C)ccc21
  A = 80	B = -7	C = 70*	D = -6	E = -46	F = -3.3	G = 1.8	H = 6	I = 61*	J = 1	K = 40
> COc1ccc(C(=O)Nc2ccccc2C(=O)NC(Cc2ccc(O)cc2)C(=O)NNC(=O)c2ccccc2Cl)cc1 (stereo not given)
  A = -8	B = 5	C = -10	D = -2	E = -7	F = -2.4	G = -0.2	H = -34	I = -15	J = 16	K = 0

# Additional entries
# Short keys – A = Shn3 inh set2; B = NR2E3 ag-1; C = MITF TRPM1 inh; D = NR2E3 ag-2; E = CF NFkB block; F = iPSC survival up; G = aDG glyco act; H = HIF-2a inh; I = Peg3 prom inh; J = KKLEB tox; K = TWEAK-Fn14 inh
> CC(=O)Nc1ccc(NC(=O)COC(=O)/C=C/c2ccc3c(c2)OCO3)cc1
  A = 5	B = -15	C = 0	D = 4	E = -13	F = -0.3	G = -0.1	H = 3	I = -2	J = -2	K = 7
> O=C(COc1ccc(Br)cc1Br)NC(=S)N1CCCc2ccccc21
  A = -13	B = 16	C = 2	D = 2	E = 6	F = 0.9	G = 0.0	H = -44	I = -32	J = -10	K = 64*
> O=C(CCc1nc2ccccc2c(=O)[nH]1)Nc1ccc(Cl)c(Cl)c1
  A = -12	B = -5	C = 8	D = 0	E = -6	F = -1.0	G = 0.0	H = -9	I = 20	J = -28	K = -8
> CC(=O)C1=C(O)C(=O)N(c2ccc(O)cc2)C1c1cccc([N+](=O)[O-])c1 (stereo not given)
  A = -2	B = 1	C = 1	D = 6	E = -22	F = -0.1	G = -0.1	H = 11	I = 11	J = 1	K = -8
> Clc1ccc(C2=CSC3=NCCN23)cc1Cl
  A = /	B = -53	C = 22	D = -4	E = 4	F = 1.9	G = 0.5	H = 7	I = -1	J = -4	K = -4
> COc1ccccc1CC(=O)NCc1nn(-c2ccccc2)nc1C
  A = 4	B = -6	C = -4	D = 1	E = 29	F = 0.4	G = -0.1	H = 2	I = 1	J = -18	K = 11
> COc1ccccc1CNC(=O)COc1ccc(S(=O)(=O)N2CCCC2)cc1
  A = -12	B = -14	C = -1	D = 0	E = -8	F = -0.2	G = -0.1	H = -7	I = -8	J = 0	K = 8
> Cc1cccc(S(=O)C(c2ccccc2)c2ccccc2)c1 (stereo not given)
  A = 15	B = -20	C = 3	D = /	E = -17	F = 1.8	G = 0.0	H = 13	I = 29	J = 15	K = 10
> O=C(OCc1nc2ccccc2s1)c1ccc(Br)s1
  A = -50	B = 2	C = 4	D = 2	E = 4	F = -3.1	G = -0.1	H = -56	I = -41	J = 10	K = -10
> CCCCCn1c(=O)[nH]c2cc(C(=O)N3CCN(c4ccccc4F)CC3)ccc2c1=O
  A = 34	B = 4	C = 26	D = 1	E = -35	F = 1.0	G = 0.3	H = 6	I = 30	J = 8	K = 33
> COc1ccc(S(=O)(=O)N2CCCCC2)cc1NC(=O)C1CC1(Cl)Cl (stereo not given)
  A = 0	B = 3	C = /	D = /	E = 3	F = -0.5	G = -0.3	H = 10	I = 15	J = 0	K = 1
> CC(C)NC(=O)Nc1ccc2c(c1)C(=O)N([C@@H](C)CO)C[C@@H](C)[C@@H](CN(C)S(=O)(=O)c1ccc(F)cc1)O2
  A = 6	B = 5	C = 11	D = /	E = 6	F = 1.5	G = 0.2	H = 4	I = -3	J = -12	K = 8
> CC(C)c1nc(CNC(=O)CC2C(=O)NCCN2Cc2ccccc2)cs1 (stereo not given)
  A = 5	B = -12	C = /	D = /	E = 0	F = 1.1	G = -0.3	H = 14	I = 4	J = 0	K = 7
> COC(=O)C1CCN(c2ccc(C(N)=O)cc2[N+](=O)[O-])CC1
  A = -8	B = 6	C = 14	D = 2	E = 17	F = -0.8	G = 0.1	H = 8	I = 11	J = 15	K = -12
> CCS(=O)(=O)N1CCC(NC(=O)c2cc(OC)cc(OC)c2)CC1
  A = 1	B = -19	C = -1	D = 0	E = 9	F = 2.0	G = -0.3	H = -1	I = 1	J = -12	K = -16
> O=C(Cc1ccccc1F)Nc1nc(-c2ccc(F)cc2)cs1
  A = -37	B = -89	C = -72	D = 2	E = -22	F = 1.0	G = 0.4	H = -254	I = -176	J = -5	K = 52*
> O=C(CCN1C(=O)C2C3C=CC(C4CC34)C2C1=O)Oc1ccc(Br)cc1 (stereo not given)
  A = -23	B = 30	C = -6	D = 2	E = -18	F = -2.1	G = -0.1	H = 11	I = -3	J = 4	K = 31
> CNS(=O)(=O)c1ccc(N2CCCC2=O)c([N+](=O)[O-])c1
  A = 6	B = 19	C = 5	D = -2	E = -14	F = -0.6	G = -0.1	H = 22	I = 10	J = 8	K = -2
> CC(=O)c1cccc(N(CC(=O)NC2CCCCC2)C(=O)Cn2nnc(-c3ccccc3)n2)c1
  A = 1	B = 3	C = 7	D = 1	E = -7	F = 1.8	G = 0.0	H = 4	I = -2	J = 0	K = 3
> CCC(=O)Nc1nnc(S(=O)(=O)N2CCCc3ccccc32)s1
  A = 3	B = -5	C = 5	D = 4	E = -36	F = 0.5	G = 0.1	H = 7	I = -48	J = -4	K = -4
> O=C(NC(=S)NNC(=O)c1cnccn1)c1ccc(Cl)cc1
  A = 41	B = -11	C = 43	D = 0	E = 3	F = -0.3	G = 0.1	H = -19	I = 48	J = 0	K = -11
> Cc1nnc(NC(=O)c2nn(CC(C)C)c(=O)c3ccccc23)s1
  A = 16	B = -7	C = -1	D = -1	E = -7	F = 6.1	G = 0.8	H = 11	I = 19	J = 2	K = -25

# Some entries already given, limited to HIF-2a inh.
canonical_smiles | HIF-2a inh
Cc1cccc(S(=O)C(c2ccccc2)c2ccccc2)c1 (stereo not given) | 13
O=C(OCc1nc2ccccc2s1)c1ccc(Br)s1 | -56
CCCCCn1c(=O)[nH]c2cc(C(=O)N3CCN(c4ccccc4F)CC3)ccc2c1=O | 6
